Screening results as filed in PubChem BioAssay.
AHR activator: AHR activators, primary screen, cell-based, luminescence, luciferase reporter, human | Aryl hydrocarbon receptor (Homo sapiens), P35869 | AHR-responsive luciferase reporter cells | activation, % at 5 µM | 320,000 compounds, 2.5% hits; in the data active = activation above about 47%;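 note: 0% = vehicle wells and 100% = reference agonist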
Target sequence (P35869 whole entry, looked up): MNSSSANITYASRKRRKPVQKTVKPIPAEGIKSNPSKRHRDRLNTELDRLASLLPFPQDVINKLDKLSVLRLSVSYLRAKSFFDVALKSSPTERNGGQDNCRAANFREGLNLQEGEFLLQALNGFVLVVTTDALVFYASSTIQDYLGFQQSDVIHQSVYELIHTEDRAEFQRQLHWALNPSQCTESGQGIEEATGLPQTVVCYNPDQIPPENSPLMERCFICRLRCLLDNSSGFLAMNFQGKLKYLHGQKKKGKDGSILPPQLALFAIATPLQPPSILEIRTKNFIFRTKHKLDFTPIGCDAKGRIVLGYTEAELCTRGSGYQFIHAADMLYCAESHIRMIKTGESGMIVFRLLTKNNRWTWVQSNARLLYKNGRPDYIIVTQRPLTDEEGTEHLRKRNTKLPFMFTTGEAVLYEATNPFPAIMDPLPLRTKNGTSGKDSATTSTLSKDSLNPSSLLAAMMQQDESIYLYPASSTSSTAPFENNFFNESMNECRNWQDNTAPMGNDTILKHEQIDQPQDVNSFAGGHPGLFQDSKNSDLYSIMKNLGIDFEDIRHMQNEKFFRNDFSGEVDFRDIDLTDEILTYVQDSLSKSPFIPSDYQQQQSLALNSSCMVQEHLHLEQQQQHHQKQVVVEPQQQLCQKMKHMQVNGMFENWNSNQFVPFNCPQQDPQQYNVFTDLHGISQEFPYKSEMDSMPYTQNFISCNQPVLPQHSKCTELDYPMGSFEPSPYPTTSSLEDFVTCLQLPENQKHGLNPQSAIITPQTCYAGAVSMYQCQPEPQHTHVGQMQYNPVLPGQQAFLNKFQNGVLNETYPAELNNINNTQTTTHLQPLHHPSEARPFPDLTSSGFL
AGP1 TOR yeast: modulators of AGP1-GFP expression in yeast TOR pathway, primary screen, cell-based, multiplex flow cytometry, S. cerevisiae, MLPCN library. 3 h; GFP as percent of DMSO wells. GFP response vs DMSO, % at 10 µM. 320,000 compounds, 0.02% hits;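 active = GFP response relative to DMSO above a set limit, near screen average plus 3 SD, cut at about 150% in these data; inconclusive = fewer than 70 cells counted for the yeast strain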;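 note: median GFP channel fluorescence of the gated AGP1 strain per well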
LAP4-GFP MLPCN: modulators of LAP4-GFP expression in yeast, primary screen, S. cerevisiae, multiplex flow cytometry, MLPCN library; 3 h; median GFP as percent of DMSO wells; GFP response vs DMSO, % at 10 µM; 320,000 compounds, 0.34% hits;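 active = GFP response vs DMSO above a set limit, about the screen mean plus 3 SD, cut at about 150% in these data; inconclusive = under 70 cell events counted for the yeast strain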
MEP2-GFP yeast: modulators of MEP2-GFP levels in yeast, primary screen, S. cerevisiae, multiplex flow cytometry, MLPCN library; S. cerevisiae MEP2-GFP strain, 3 h; 100% = DMSO control level; GFP response vs DMSO, % at 10 µM; 330,000 compounds, 0.51% hits;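 active = GFP response versus DMSO above a set limit, roughly screen mean plus 3 SD, cut at about 180% in these data; inconclusive = fewer than 70 cells counted for a yeast strain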;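 note: median GFP fluorescence of the barcode-gated MEP2-GFP cells per well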
RPL19A TOR yeast: RPL19A-GFP expression modulators in yeast, primary screen, cell-based, S. cerevisiae, multiplex flow cytometry, MLPCN | S. cerevisiae RPL19A-GFP strain, 3 h; hits give low values | percent response vs DMSO, % at 10 µM | 330,000 compounds, 0.3% hits | AID 2025, 2009;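 active = percent response vs DMSO below 50%; inconclusive = fewer than 70 events counted for the yeast strain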;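 note: median channel GFP fluorescence of the barcoded RPL19A-GFP strain; ratio of sample median GFP to plate DMSO average so 100% = DMSO; lower means less RPL19A-GFP as with rapamycin TOR inhibition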
procasp3 activ: activators of human procaspase-3 D3A mutant, primary screen, biochemical, absorbance, PC-3 D3A mutant, single concentration; Caspase-3 (Homo sapiens), P42574; recombinant procaspase-3 D3A, Ac-DEVD-pNA absorbance 405 nm; activation, % at 8.5 µM; 330,000 compounds, 0.11% hits; AID 463141, 2010;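 active = activation above the mean of all tested compounds plus 3 SD, cut at about 21% in these data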;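 note: 0% = DMSO alone and 100% = DMSO wells spiked with extra 5 µM PC-3 D3A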
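Test system: Procaspase-3 D3A mutant, all three cleavage aspartates alanine | Dosing: Single dose, 8.5 µM nominal compound, 0.8% DMSO | Schedule: 1 h preincubation, 2 h reaction | Technique: 405 nm absorbance of p-nitroaniline, reads at 0 and 120 min | Repeats: One well per compound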
proCasp7 act: procaspase-7 activators, primary screen, counter-screen for procaspase-3 activator project, biochemical, absorbance, HTS, human. Caspase-7 (Homo sapiens), P55210. recombinant procaspase-7, Ac-DEVD-pNA absorbance 405 nm; D23A/D198A/D206A triple mutant, cannot self-cleave; scale: DMSO 0, 5 µM enzyme 100. activation, % at 8.5 µM. 330,000 compounds, 0.093% hits. AID 463210, 2010;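 active = percent activation above the screen-wide mean plus 3 SD, cut at about 25% in these data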
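System: Procaspase-7 triple mutant (PC-7 D3A); measure: % activation from two-timepoint absorbance difference, scaled to controls; times: 1 h compound preincubation, 2 h substrate cleavage, 25 °C; also added: Ac-DEVD-pNA substrate, 400 µM as added; measured by: Epi-absorbance of released pNA at 405 nm, two timepoints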
CIT2 TOR yeast: modulators of CIT2-GFP expression in yeast, primary screen, S. cerevisiae, GFP fusion, multiplex flow cytometry, MLPCN library; S. cerevisiae CIT2-GFP strain, 3 h; 100 means same as DMSO wells; GFP response vs DMSO, % at 10 µM; 320,000 compounds, 0.065% hits;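 active = GFP response relative to DMSO above a set limit, near the screen mean plus 3 SD, cut at about 150% in these data; inconclusive = Fewer than 70 cells measured for a yeast strain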;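 note: ratio of well median GFP fluorescence to mean of DMSO wells on the plate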
* hit, by the source's call; ? = inconclusive; / = no result given; [ ] = another dose, or the depositor's remark. Rows were taken by chance, and some 3.5% of all compounds hit somewhere here.

Order of values – AHR activator | AGP1 TOR yeast | LAP4-GFP MLPCN | MEP2-GFP yeast | RPL19A TOR yeast | procasp3 activ | proCasp7 act | CIT2 TOR yeast
CC1(C)Cc2c(c(-c3ccco3)nc3sc4c(NCCCO)ncnc4c23)CO1
    2.6 | 101.8 | 100.5 | 94.6 | 94.6 | 0.9 | -6.8 | 97.8
COc1ccccc1CNC(=O)C(CCSC)NS(=O)(=O)c1ccc2c(c1)oc(=O)n2C (stereo not drawn)
    7.9 | 104.1 | 99.8 | 104.9 | 104.2 | -0.6 | -5.2 | 96.6
CCn1c(/C=C/Nc2ccccc2)[n+](CC)c2cc(Cl)c(Cl)cc21
    5.1 | 101.7 | 97.0 | 104.9 | 99.7 | 0.0 | 5.6 | 102.0
O=C(CC(c1ccccc1O)N1CCCCC1)N1CCCCC1 (stereo not drawn)
    1.2 | 93.9 | 98.1 | 97.0 | 88.9 | 4.7 | 6.0 | 95.4
CCCCn1c(N)c(NCCC)c(=O)[nH]c1=O
    6.6 | 94.1 | 90.2 | 102.0 | 101.5 | -1.9 | 7.2 | 105.7
COc1ccc(NC(=O)NC(C)c2ccccc2)cc1 (stereo not drawn)
    / | 84.4 | 65.2 | 95.2 | 101.9 | / | / | 89.1
COc1ccc(N=C2SC(C(=O)N3CCN(c4ccccc4)CC3)CC(=O)N2C)cc1 (stereo not drawn)
    0.8 | 116.4 | 128.5 | 102.2 | 110.8 | -3.3 | 5.3 | 126.4
CC1CCc2nn(CC(=O)N3CCN(C(=O)c4ccco4)CC3)cc2C1 (stereo not drawn)
    4.2 | 104.0 | 105.7 | 110.5 | 100.8 | -4.1 | 0.9 | 95.5
O=C(CSc1nc(=O)n2ccccc2n1)NCc1ccccc1Cl
    0.0 | 111.5 | 105.6 | 100.7 | 100.0 | 10.4 | 7.5 | 87.8
S=c1[nH]nc(/C=C/c2ccccc2)o1
    0.8 | 89.4 | 87.3 | 92.2 | 96.2 | -9.3 | -8.0 | 90.4
CCOC(=O)C1=C(C)Nc2ccccc2N=C1NC(=O)C1CCN(C(=O)c2ccccc2C)CC1
    4.3 | 99.1 | 97.1 | 91.8 | 94.4 | 6.2 | 7.6 | 100.1
O=C(Nc1nc2c(Br)cc(Br)cc2c(=O)s1)c1ccco1
    1.0 | 99.4 | 107.8 | 105.5 | 96.7 | -0.9 | -22.5 | 93.7
COCCNC(=S)c1ccc(Br)cc1
    -2.2 | 114.2 | 104.9 | 110.7 | 102.6 | -10.5 | -28.5 | 97.5
O=C(C1CCCCC1)N1CCC(CO)(Cc2ccccc2Cl)CC1
    -0.6 | 106.0 | 100.1 | 107.7 | 108.8 | -5.7 | -0.8 | 102.2
CSc1ccccc1NC(=O)CN(C)Cc1cc(=O)n2ccsc2n1
    3.7 | 102.4 | 98.7 | 101.4 | 98.6 | -2.0 | 8.3 | 114.1
NC(=O)CSc1nnc(-c2ccc([N+](=O)[O-])cc2)o1
    3.6 | 97.2 | 96.0 | 91.7 | 92.8 | 6.4 | 1.7 | 93.5
Cc1ccccc1C(=O)Nc1sc2c(c1C(=O)O)CCC2
    2.1 | 100.7 | 95.7 | 105.7 | 104.1 | -8.6 | -15.6 | 99.3
Cc1nnsc1NC(=O)OCC(C)(C)C
    0.4 | 95.9 | 105.2 | 93.8 | 93.4 | -1.5 | 10.9 | 88.5
O=C(NCCC(=O)N(CCc1ccccc1)Cc1ccccc1)c1ccc([N+](=O)[O-])cc1
    9.2 | 106.2 | 110.1 | 96.6 | 101.2 | 6.2 | -0.4 | 99.3
CC(C)CNC(=S)Nc1ccc(F)cc1
    -0.2 | 101.5 | 99.9 | 105.0 | 105.3 | 4.7 | 3.1 | 103.0

A draw from above in order of molecular weight, descending:
Order of values – AHR activator | AGP1 TOR yeast | LAP4-GFP MLPCN | MEP2-GFP yeast | RPL19A TOR yeast | procasp3 activ | proCasp7 act | CIT2 TOR yeast
CCOC(=O)C1=C(C)Nc2ccccc2N=C1NC(=O)C1CCN(C(=O)c2ccccc2C)CC1
    4.3 | 99.1 | 97.1 | 91.8 | 94.4 | 6.2 | 7.6 | 100.1
Cc1ccccc1C(=O)Nc1sc2c(c1C(=O)O)CCC2
    2.1 | 100.7 | 95.7 | 105.7 | 104.1 | -8.6 | -15.6 | 99.3
CCCCn1c(N)c(NCCC)c(=O)[nH]c1=O
    6.6 | 94.1 | 90.2 | 102.0 | 101.5 | -1.9 | 7.2 | 105.7

Later entries
Order of values – AHR activator | AGP1 TOR yeast | LAP4-GFP MLPCN | MEP2-GFP yeast | RPL19A TOR yeast | procasp3 activ | proCasp7 act | CIT2 TOR yeast
CCOC(=O)N1CCN(C(=O)c2ccc(Cl)nc2)CC1
    0.3 | 101.1 | 103.0 | 104.8 | 100.5 | 1.7 | -4.8 | 91.9
O=C(NC1CCCCCC1)C1Cc2ccccc2CN1C(=O)c1ccco1 (stereo not drawn)
    2.4 | 90.5 | 88.0 | 96.6 | 87.2 | -4.7 | -1.7 | /
CC1(NC(=O)Cc2ccc(S(=O)(=O)N3CCOCC3)s2)CCS(=O)(=O)C1 (stereo not drawn)
    -3.0 | 110.4 | 112.8 | 97.1 | 95.8 | -4.2 | 7.9 | 91.5
CN(C)CCC(=O)c1ccc2c(c1)OCO2
    -0.4 | 106.8 | 117.6 | 106.0 | 103.6 | -22.4 | -26.6 | 112.8
Cc1ccc2c(c1)N(CC(=O)N1CCCC(C)C1)C(=O)CO2 (stereo not drawn)
    0.3 | 92.8 | 97.7 | 115.9 | 94.3 | -4.1 | 1.5 | 93.3
Cc1cc(NCCCOC(C)C)n2c(nc3ccccc32)c1C#N
    20.6 | 94.8 | 95.9 | 110.9 | 102.5 | 1.7 | 1.1 | 98.0
O=[N+]([O-])c1cc(S(=O)(=O)N2CCCC2)ccc1NN=C1CCCC1
    -1.9 | 102.3 | 110.3 | 106.4 | 110.9 | 5.3 | 3.5 | 101.7
O=C(N/N=C/c1ccccn1)C(O)c1ccccc1 (stereo not drawn)
    1.7 | 97.3 | 102.6 | 95.7 | 95.3 | 14.0 | -1.0 | 93.5
CCc1c(C)nc2ncnn2c1NCCc1ccccc1
    0.0 | 96.8 | 97.5 | 105.7 | 98.7 | 3.6 | 9.7 | 90.1
CC[C@@H](C)[C@@H]1CN([C@@H](C)CN2CCC[C@H]2CN2C(N)=NC[C@H]2C(C)C)C(=N)N1CCc1ccc(Cl)c(Cl)c1
    2.6 | 105.4 | 102.0 | 104.6 | 108.5 | 6.4 | 2.2 | 106.9
O=C(NCSc1ccnc(SCNC(=O)c2ccccc2)n1)c1ccccc1
    -0.8 | 95.4 | 103.2 | 106.9 | 97.1 | -9.2 | -18.1 | 91.3
COC(=O)[C@]1(C)N[C@H](CN(C)C(=O)c2ccccc2)[C@@H]2C(=O)N(C)C(=O)[C@@H]21
    0.1 | 96.0 | 84.9 | 92.7 | 92.1 | -1.7 | 9.7 | 98.6
O=c1[nH]c(N2CCOCC2)cc2ccccc12
    4.0 | 77.7 | 130.3 | 90.5 | 96.4 | 6.5 | -10.2 | 73.0
CN1CCN(c2nc(-c3ccc(Cl)cc3)cc(=O)[nH]2)CC1
    5.3 | 104.5 | 98.0 | 99.5 | 101.3 | -3.2 | 15.2 | 99.8
O=C(Cc1cccc2ccccc12)NCCOc1ccccc1F
    8.9 | 100.2 | 107.1 | 96.1 | 94.4 | 3.1 | 6.5 | 85.2
CCN(C[C@H]1N[C@@](C)(C(=O)OC)[C@H]2C(=O)N(C)C(=O)[C@@H]12)S(=O)(=O)c1ccc(F)cc1
    -0.7 | 104.3 | 105.5 | 99.6 | 100.4 | -4.2 | 13.2 | 104.6
Cc1ccc2nc3nc(NCC4CCCO4)c(C(=O)NC4CCCC4)cc3c(=O)n2c1 (stereo not drawn)
    29.5 | ? | 85.0[may fluoresce violet] | 266.7*[may fluoresce violet] | 21.8*[may fluoresce violet] | -9.7 | -7.1 | ?
CC(C)CCNC(=O)COc1ccc2c3c(c(=O)oc2c1)CCC3
    -9.5 | 90.0 | 93.4 | 94.3 | 92.1 | 2.2 | 1.0 | 93.4
CCCC(=O)NC(=S)Nc1cc(-c2nc3ncccc3o2)ccc1C
    10.1 | 99.1 | 110.2 | 97.5 | 95.3 | 5.7 | 10.3 | 90.2
COC(=O)c1ccccc1NS(C)(=O)=O
    0.2 | 91.4 | 97.1 | 84.0 | 91.0 | -2.3 | -18.2 | 98.8
CCCCc1ccc(NC(=O)c2c(C)noc2C)cc1
    -1.7 | 113.2 | 125.3 | 114.3 | 115.2 | 1.9 | -13.3 | 109.2
O=c1c(Br)c(N2CCOCC2)cnn1-c1ccccc1
    0.0 | 99.3 | 123.2 | 95.3 | 93.8 | 7.3 | 3.5 | 94.7
CCOc1ccc(NC(=O)C(C)Sc2nnc(C)n2C)cc1 (stereo not drawn)
    -0.4 | 107.1 | 102.2 | 112.7 | 104.0 | -5.6 | -5.2 | 111.1
CCOC(=O)c1c(NC(C)=O)sc2c1CCN(Cc1ccccc1)C2
    14.0 | 105.0 | 108.4 | 99.2 | 100.9 | -1.7 | 0.1 | 111.2
COCc1nnc(NC(=O)c2cccs2)s1
    10.1 | 101.1 | 105.4 | 103.4 | 92.2 | 9.0 | -2.4 | 91.3
O=C(COC(=O)c1cccc(Br)c1)NCc1ccco1
    0.0 | 101.1 | 95.5 | 100.0 | 99.0 | -1.1 | -1.9 | 106.3
O=C(O)c1cc(NC(=O)c2ccccc2F)cc(NC(=O)c2ccccc2F)c1
    -3.3 | 99.5 | 101.0 | 104.8 | 98.3 | -4.2 | -7.3 | 99.6
Cc1ccccc1CS(=O)(=O)CCC(=O)NCCCN1CCN(c2ccccc2F)CC1
    -0.7 | 99.8 | 107.9 | 98.3 | 98.8 | 8.7 | 1.0 | 97.0
Cc1scc(C(=O)NCc2ccco2)c1-c1ccccc1
    0.9 | 98.8 | 103.6 | 102.8 | 98.3 | -8.7 | -9.5 | 92.8
CCN(C(=O)c1cc2ccccc2oc1=O)c1ccccc1
    5.3 | 93.0 | 100.4 | 101.6 | 94.9 | 8.6 | 8.9 | 91.3
CCn1nc(NS(=O)(=O)c2ccccc2)c2cc3ccccc3nc21
    6.8 | 115.3 | 110.0 | 105.5 | 101.2 | -2.7 | 6.8 | 105.7
COc1ccc(CN2CCNC(=O)C2CC(=O)NCCC2=CCCCC2)c(F)c1 (stereo not drawn)
    -1.9 | 91.3 | 75.0 | 96.6 | 95.9 | 0.5 | -3.3 | 96.4
